# HCT116 bCat-KO = primary screen for growth suppressors in beta-catenin knockout HCT116 cells (colon tumor, human); hit rate 1.5% among 140,000; HCT116 beta-catenin knockout viability, CellTiter-Glo, 60 h; active compounds read low; viability, % at 10 µM;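 active = viability at or under a set limit, the compound median less 4 SD, cut at about 6% in these data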;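 also: 0% = Hyamine 1622 control at 20 µM and 100% = untreated cell control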
# Yeast growth inh = growth inhibitors of yeast BB579 in restrictive medium, primary screen, yeast lifespan-shortening project, S. cerevisiae | OD615, 48 h | inhibition, % at 10 µM | hit rate 0.51% among 140,000;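 active = inhibition above a set limit, 3 SD over the mean compound inhibition, cut at about 44% in these data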; also: inactives centre near -24
#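 Test system: Saccharomyces cerevisiae DeaD strain BB579, replicative lifespan model yeast | Buffer or medium: Restrictive CSMM-D medium | Doses: One dose, 10 µM compound with 0.25% DMSO | Incubation: 48 h exposure, 30 °C | Detection: Culture absorbance at 615 nm | Control set: Amphotericin B at 10 µg/mL as positive control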
# GALR2 antag = GALR2 antagonists in receptor-expressing cells, primary screen. Galanin receptor type 2 (Homo sapiens), O43603. antagonist mode. inhibition, % at 4 µM. hit rate 0.39% among 140,000. AID 828, 2007; in the data active = inhibition above about 27%;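 also: cells stimulated with galanin 1-16 at roughly its EC80; 0% = agonist challenge control and 100% = basal control without agonist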
# Target sequence (O43603 whole entry, looked up): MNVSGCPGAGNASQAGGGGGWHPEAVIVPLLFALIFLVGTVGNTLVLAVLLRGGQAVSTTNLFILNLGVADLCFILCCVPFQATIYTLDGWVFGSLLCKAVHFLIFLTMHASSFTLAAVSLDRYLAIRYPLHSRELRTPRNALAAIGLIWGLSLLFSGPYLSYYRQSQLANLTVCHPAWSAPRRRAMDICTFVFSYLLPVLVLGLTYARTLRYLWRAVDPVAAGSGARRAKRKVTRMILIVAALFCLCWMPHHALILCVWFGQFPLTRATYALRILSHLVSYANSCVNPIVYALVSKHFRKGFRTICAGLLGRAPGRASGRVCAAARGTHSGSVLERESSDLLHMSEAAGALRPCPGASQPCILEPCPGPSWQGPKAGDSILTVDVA
# Phagocytosis inh = inhibitors of macrophage phagocytosis, primary screen, imaging, J774A.1 cells, IgG beads; J774A.1 macrophage IgG-bead phagocytosis; inhibition, % at 5 µM; hit rate 0.07% among 110,000;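 active = inhibition above the mean of the plate negative controls plus 5 SD, cut at about 13% in these data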;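 also: phagocytic index as fraction of beads internalized from green versus red external bead signal; plate controls were DMSO negative control for no effect and cytochalasin-D positive control for full effect; some results beyond the cut were filed as inactive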
# PTEN del growth = growth suppression of PTEN-null HCT116, primary screen, cell-based, CellTiter-Glo; HCT116 PTEN-null viability, 60 h; active compounds read low; viability, % at 10 µM; hit rate 1.2% among 140,000;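 active = viability at or below a set limit, 4 SD under the median of all tested compounds, cut at about 3.7% in these data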;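 also: PTEN knockout HCT116 line with beta catenin targeted HCT116 as companion control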
# MRP-1 activ = H69AR viability gain despite doxorubicin, primary screen, MRP-1 activator project, H69AR cells, CellTiter-Glo; hit rate 0.61% among 140,000; AID 799, 2007; viability rescue; viability increase, % at 10 µM;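 active = viability gain under doxorubicin at or above a set limit, the compound median plus 3 SD, cut at about 4.7% in these data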;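 also: MRP-1 overexpressing cells given doxorubicin 25 µM after compound pretreatment; 18-22 h compound pretreatment then 72 h with doxorubicin before readout; 0% = doxorubicin-only wells and 100% = vehicle-treated cells without doxorubicin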
# Yeast lifespan up = compounds extending yeast replicative lifespan, primary screen, S. cerevisiae, OD615. S. cerevisiae growth with nicotinamide; deaD strain in restrictive glucose medium. inhibition of the nicotinamide effect, % at 10 µM. hit rate 0.68% among 130,000;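 active = inhibition above a set limit, placed 3 SD over the median of all compounds, cut at about 26% in these data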;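 also: 0% = nicotinamide-treated wells and 100% = cells grown without nicotinamide; some compounds called inactive have numbers as strong as hits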
#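 Measured by: optical density (absorbance) at 615 nm; System: modified budding yeast, DeaD strain; Medium: restrictive CSMM-D dextrose medium; Timing: 4 h preincubation then 48 h treatment at 30 °C.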
# NPY-Y2 antag = NPY-Y2 receptor antagonists, primary screen, cell-based; Neuropeptide Y receptor type 2 (Homo sapiens), P49146; NPY-Y2 expressing cells, antagonist mode; inhibition, % at 2.7 µM; hit rate 0.99% among 140,000; in the data active = inhibition above about 17%;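 also: 0% = vehicle with agonist challenge and 100% = reference antagonist with challenge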
# Target sequence (P49146 whole entry, looked up): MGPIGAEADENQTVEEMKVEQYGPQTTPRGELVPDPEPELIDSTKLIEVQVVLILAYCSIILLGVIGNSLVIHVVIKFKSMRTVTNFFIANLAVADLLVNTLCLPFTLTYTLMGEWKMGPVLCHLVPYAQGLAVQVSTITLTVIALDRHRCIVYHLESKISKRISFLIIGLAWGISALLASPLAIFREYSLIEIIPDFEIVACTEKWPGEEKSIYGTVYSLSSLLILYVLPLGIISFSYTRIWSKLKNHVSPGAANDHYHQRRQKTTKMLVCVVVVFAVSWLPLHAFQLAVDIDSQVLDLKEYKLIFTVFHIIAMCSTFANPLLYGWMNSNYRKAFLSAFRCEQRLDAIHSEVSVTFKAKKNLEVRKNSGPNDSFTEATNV
# E-sel TNF inh = E-selectin induction blockers in HUVEC – imaging, immunofluorescence, high content, primary screen | HUVEC TNFa-induced E-selectin immunofluorescence | inhibition, % at 2 µM | hit rate 0.71% among 120,000 | AID 1246, 2008;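 active = inhibition above the batch mean plus 3 SD, and confirmed as a hit on visual image review, cut at about 43% in these data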;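 also: 0% = TNF-stimulated DMSO wells and 100% = unstimulated control wells; not every result past the cut was called active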
# Measles CPE = compounds protecting cells from measles virus cytopathic effect, primary screen, measles RdRp inhibitor project, single point, MLSMR library, absorbance; Measles virus-infected cells, CPE protection; protection (pct of control), % at 4 µM; hit rate 1.5% among 140,000; in the data active = protection mostly above about 24%, no sharp cut-off; inactive = mostly below about 26%; also: some compounds called inactive have numbers as strong as hits
# An asterisk follows results filed as active; · = not tested or not shown.
1	CCOC(=O)C1CN(S(=O)(=O)c2ccc(C)cc2)CCN1S(=O)(=O)c1ccc(C)cc1 (configuration not stated)
2	CCOC(=O)c1nnc(-c2ccccc2)nc1Sc1c(Cl)cccc1Cl
3	COc1cc(S(=O)(=O)Nc2ccc(C)cc2)ccc1NC(=O)c1ccncc1
4	CCCOc1ccc(N2CC(C(=O)Nc3ccccn3)CC2=O)cc1 (configuration not stated)
5	Cc1ccc(CNC(=O)CN(Cc2cccs2)C(=O)C2(C)CC(=O)N=C3C=CC=CN32)cc1 (configuration not stated)
6	COC(=O)COc1ccc(=O)n(-c2ccccc2)n1
7	C=C1C(O)C[C@H]2C(=C)CCC3[C@H](OC(=O)[C@]3(O)CO)[C@@H]12 (some centres not stated)
8	O=C(NCc1cc(C(F)(F)F)cc(C(F)(F)F)c1)C1CC(c2cccc([N+](=O)[O-])c2)=NO1 (configuration not stated)
assay / compound	1	2	3	4	5	6	7	8
HCT116 bCat-KO	90	23	82	95	95	106	0.7*	94
Yeast growth inh	-28	-42	-21	6	-17	7	-10	-39
GALR2 antag	-8	-8	-6	-2	2	-9	-3	-1
Phagocytosis inh	-2	0	·	·	3	0	·	-1
PTEN del growth	88	55	85	88	95	104	0.5*	93
MRP-1 activ	-1.2	-6.2	0.4	0.7	-0.4	-0.7	-1.1	-2.3
Yeast lifespan up	0	-15	-1	-7	3	-1	1	-23
NPY-Y2 antag	-3	4	4	1	1	0	1	-1
E-sel TNF inh	7	25	·	1	·	-4	-27	-7
Measles CPE	27	18	10	32	11	4	21	4

9	O=CN1CCN(C(=O)c2ccccc2Cl)CC1
10	CCOC(=O)C1CCCc2c1[nH]c1c(C(=O)O)cccc21 (configuration not stated)
11	Cn1nnnc1SCCNCc1cccc2ccccc12
12	O=C(NC(=S)N1CCN(c2ccc(F)cc2)CC1)C12CC3CC(CC(C3)C1)C2
13	Cc1ccc(-c2n[nH]c(=S)n2/N=C/c2cccs2)cc1
14	O=C(Nc1ccc(F)cc1)c1cccnc1N1CCCCC1
15	Cc1ccccc1Cn1cnc2c([N+](=O)[O-])c(C)c(C)cc21
16	Cn1c(=O)cc(SCC(=O)NCCC2=CCCCC2)c2ccc(Cl)cc21
assay / compound	9	10	11	12	13	14	15	16
HCT116 bCat-KO	90	89	101	91	96	96	82	104
Yeast growth inh	-21	-21	-21	-33	-24	-22	-81	-5
GALR2 antag	-6	-4	4	0	-1	0	8	-3
Phagocytosis inh	0	0	0	·	-6	1	·	-10
PTEN del growth	93	104	114	87	92	89	80	109
MRP-1 activ	-0.2	0.3	-0.7	-1.5	-3.0	-3.0	-3.7	-0.3
Yeast lifespan up	-4	-3	-1	-5	-5	-20	24	3
NPY-Y2 antag	2	6	7	3	2	2	3	3
E-sel TNF inh	4	·	-18	·	·	19	·	·
Measles CPE	11	12	3	4	13	7	34	24

# Structural class: those above with a thiophene ring, fused or not (two)
5	Cc1ccc(CNC(=O)CN(Cc2cccs2)C(=O)C2(C)CC(=O)N=C3C=CC=CN32)cc1 (configuration not stated)
13	Cc1ccc(-c2n[nH]c(=S)n2/N=C/c2cccs2)cc1
assay / compound	5	13
HCT116 bCat-KO	95	96
Yeast growth inh	-17	-24
GALR2 antag	2	-1
Phagocytosis inh	3	-6
PTEN del growth	95	92
MRP-1 activ	-0.4	-3.0
Yeast lifespan up	3	-5
NPY-Y2 antag	1	2
E-sel TNF inh	·	·
Measles CPE	11	13

# Going on with the list:
17	Cn1c(=O)c2[nH]c(-c3ccccc3)nc2n(C)c1=O
18	C=CCNC(=S)NNC(=O)c1ccc(Br)o1
19	Cc1ccc(-n2c(SCC(=O)N3CCOCC3)nnc2-c2cccnc2)cc1C
20	CCCCn1c(SCC(=O)c2ccc3c(c2)OCCO3)nnc1-c1ccoc1C
21	C=CCNC(=S)NNC(=O)COc1ccc(Cl)cc1Cl
22	CCCCNC(=O)Cn1c(-c2ccc(OC)cc2)noc1=O
23	COc1ccc(C(O)c2nccn2Cc2ccccc2)cc1OC (configuration not stated)
24	CC(C)c1nnc(NC(=O)CCC(=O)NC2CCCc3ccccc32)s1 (configuration not stated)
assay / compound	17	18	19	20	21	22	23	24
HCT116 bCat-KO	95	91	94	95	91	98	62	94
Yeast growth inh	-55	-34	-8	-55	-35	-56	3	-21
GALR2 antag	10	0	-4	-17	-9	5	7	13
Phagocytosis inh	·	-3	-2	-2	·	0	·	-16
PTEN del growth	95	95	84	95	99	89	72	84
MRP-1 activ	-1.3	-1.8	-0.6	-1.5	3.0	-1.0	-3.7	-2.2
Yeast lifespan up	6	0	12	15	-1	-2	-28	0
NPY-Y2 antag	-1	0	3	6	1	3	-2	1
E-sel TNF inh	·	8	33	0	·	18	4	·
Measles CPE	9	31	16	9	10	4	12	8

25	Cc1ccc2c(c1)N(CC(=O)NCc1cccnc1)C(=O)CO2
26	CCCCNCCOCCSc1ccc(Cl)cc1
27	O=C(Nc1cc(C(F)(F)F)ccc1N1CCOCC1)c1n[nH]c(=O)c2ccccc12
28	c1ccc(OCc2nn3c(-c4ccco4)nnc3s2)cc1
29	O=C(NCCC1=CCCCC1)c1cc2c(s1)CS(=O)(=O)C2
30	CCOC(=O)c1c(Cl)c(C)nn1-c1nc(OC)cc(OC)n1
31	O=C(COc1ccc([N+](=O)[O-])cc1)NCc1ccccc1
32	Cc1cc(C)c(NC(=O)CSc2nnc(Cc3cccn3C)n2-c2ccc(F)cc2)c(C)c1
assay / compound	25	26	27	28	29	30	31	32
HCT116 bCat-KO	95	68	96	92	98	92	91	82
Yeast growth inh	-29	-8	-59	-21	-17	-9	-14	7
GALR2 antag	7	7	-1	-3	-13	-21	-2	-4
Phagocytosis inh	·	·	0	0	-2	1	·	-3
PTEN del growth	98	75	91	99	111	94	99	81
MRP-1 activ	-2.2	-3.6	0.1	1.2	-1.3	-2.4	-2.2	-2.2
Yeast lifespan up	·	-23	0	-12	-12	-3	-24	-25
NPY-Y2 antag	3	11	2	4	1	3	2	-2
E-sel TNF inh	-5	-26	-36	·	-6	·	7	-15
Measles CPE	25	9	12	16	18	16	36	6

33	Cn1c(SCC(=O)c2ccccc2)nc2cccnc21
34	CCOc1ccc(C(C)(N)C(=O)O)cc1 (configuration not stated)
35	CCC(=O)N(Cc1cccs1)C1CCOC(C)(C)C1 (configuration not stated)
36	O=C1C2ON(c3ccccc3)C(c3ccccn3)C2C(=O)N1c1ccc(Br)cc1 (configuration not stated)
37	CSc1oc(-c2ccc(F)cc2)nc1S(=O)(=O)c1ccc(F)cc1
38	O=C(/C=C/c1cc2c(cc1Br)OCO2)NCc1ccc(F)cc1
39	COc1ccc(-n2c(SCC(=O)Nc3ccc4c(c3)OCO4)nnc2C(C)N2CCCCC2)cc1 (configuration not stated)
40	O=C(CN(Cc1cccs1)C(=O)CN1C(=O)COc2ccccc21)NCc1ccco1
assay / compound	33	34	35	36	37	38	39	40
HCT116 bCat-KO	116	93	97	90	92	109	96	97
Yeast growth inh	-29	-24	-6	-44	-28	-20	-75	-23
GALR2 antag	10	3	-7	-6	-2	0	8	3
Phagocytosis inh	5	-1	-3	0	4	0	0	-2
PTEN del growth	98	102	95	88	97	93	90	88
MRP-1 activ	-0.5	-1.5	-1.4	-0.1	-0.7	-2.1	-0.5	-3.4
Yeast lifespan up	-12	-2	-2	1	-9	-14	0	-15
NPY-Y2 antag	6	3	4	6	4	6	-3	1
E-sel TNF inh	37	-21	·	-22	15	-31	18	·
Measles CPE	4	3	12	1	6	6	8	5

41	C=CCOC(=O)/C(=C\C=C\c1ccccc1)NC(=O)c1ccccc1
42	COc1ccc(OCCC(=O)OCC(=O)Nc2cccc(Br)c2)cc1
43	S=C(Nc1cccc(Br)c1)c1ccccc1
44	COC(=O)c1ccc(CN2C(=O)NC3(CCCCC3C)C2=O)o1 (configuration not stated)
45	CNC(=O)c1cc2ccccc2o1
46	Cc1cc(C)n(-c2nc(Nc3ccccc3)nc(-n3nc(C)cc3C)n2)n1
47	Cn1c(=O)c(=O)n(C)c2cc(S(=O)(=O)CCC(=O)N3CCOCC3)ccc21
48	COc1cccc(-c2nnc(NC(=O)C(C)C)o2)c1
assay / compound	41	42	43	44	45	46	47	48
HCT116 bCat-KO	89	92	78	101	97	92	98	91
Yeast growth inh	-4	-15	-16	-11	-39	-40	-16	18
GALR2 antag	-2	6	15	16	7	4	-9	16
Phagocytosis inh	-19	-13	0	-1	·	1	2	0
PTEN del growth	83	97	85	99	102	97	96	74
MRP-1 activ	1.1	1.5	0.8	-0.6	-1.3	-3.1	-2.7	-1.1
Yeast lifespan up	-1	-6	-6	-11	-10	-22	-2	-5
NPY-Y2 antag	3	2	1	3	1	0	0	4
E-sel TNF inh	·	·	·	-24	-23	6	·	2
Measles CPE	3	41*	9	14	6	24	4	3

49	N#CCCN(Cc1cccnc1)S(=O)(=O)c1ccc(S(=O)(=O)N2CCCCCC2)cc1
50	O=C(Nc1ccc2c(c1)OCO2)C1CCCN1C(=O)NCc1ccccc1 (configuration not stated)
51	COc1cccc(NC(=O)CSc2nnc(-c3ccoc3C)n2CC2CCCO2)c1 (configuration not stated)
52	COc1ccc(CCn2c3c(c(=O)[nH]c2=O)C(NC(=O)c2cccs2)(C(F)(F)F)C(=O)N3)cc1OC (configuration not stated)
53	CC(Oc1ccccc1)C(=O)Nc1ccccc1O (configuration not stated)
54	O=C1CC(NCc2ccccc2F)C(=O)N1c1ccccc1 (configuration not stated)
55	OC1CCCN(C(=S)Nc2ccc(SC(F)F)cc2)C1 (configuration not stated)
56	O=C(CNC(=O)c1ccc(-c2ccccc2)cc1)OCc1ccc(Cl)cc1
57	Cc1cc(OCC(=O)c2ccc(Br)cc2)ccc1N1C(=O)CCC1=O
assay / compound	49	50	51	52	53	54	55	56	57
HCT116 bCat-KO	86	93	98	89	80	100	74	96	97
Yeast growth inh	-33	-31	14	-26	3	-12	-12	-38	-21
GALR2 antag	7	-5	2	1	1	-5	-8	10	-2
Phagocytosis inh	1	-2	·	·	-1	·	3	·	3
PTEN del growth	79	96	95	90	89	95	81	94	98
MRP-1 activ	-2.6	-0.3	-1.3	-1.3	-2.6	-0.2	-1.1	-0.8	-1.0
Yeast lifespan up	-24	57*	-4	-7	5	-8	-7	2	5
NPY-Y2 antag	-1	-1	0	1	0	0	1	2	1
E-sel TNF inh	4	·	-3	4	5	11	-19	-1	-6
Measles CPE	7	3	10	14	4	6	4	9	15

# Screens from PubChem BioAssay.
